High-throughput results (PubChem BioAssay)
Mdm2-MdmX inh: inhibitors of human Mdm2/MdmX interaction; SaOS-2 split-luciferase Mdm2/MdmX complementation, luminescence; inhibition, % at 8 µM; 330,000 compounds, 3% hits;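 active means inhibition of at least 50% at 8 µM in the primary screen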
Target sequence (O15151 whole entry, looked up): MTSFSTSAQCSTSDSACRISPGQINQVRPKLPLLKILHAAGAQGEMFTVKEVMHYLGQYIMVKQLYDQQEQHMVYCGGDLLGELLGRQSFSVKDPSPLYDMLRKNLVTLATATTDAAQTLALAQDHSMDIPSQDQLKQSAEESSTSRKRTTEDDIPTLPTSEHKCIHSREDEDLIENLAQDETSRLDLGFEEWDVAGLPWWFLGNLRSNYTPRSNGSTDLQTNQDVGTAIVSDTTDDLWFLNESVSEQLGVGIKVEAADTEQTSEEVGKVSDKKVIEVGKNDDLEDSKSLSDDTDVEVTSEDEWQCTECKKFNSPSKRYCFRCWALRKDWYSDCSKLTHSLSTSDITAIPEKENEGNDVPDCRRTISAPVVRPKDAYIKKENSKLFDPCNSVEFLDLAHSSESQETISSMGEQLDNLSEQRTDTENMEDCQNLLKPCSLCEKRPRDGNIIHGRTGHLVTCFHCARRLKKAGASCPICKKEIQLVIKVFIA
Target sequence (Q00987 whole entry, looked up): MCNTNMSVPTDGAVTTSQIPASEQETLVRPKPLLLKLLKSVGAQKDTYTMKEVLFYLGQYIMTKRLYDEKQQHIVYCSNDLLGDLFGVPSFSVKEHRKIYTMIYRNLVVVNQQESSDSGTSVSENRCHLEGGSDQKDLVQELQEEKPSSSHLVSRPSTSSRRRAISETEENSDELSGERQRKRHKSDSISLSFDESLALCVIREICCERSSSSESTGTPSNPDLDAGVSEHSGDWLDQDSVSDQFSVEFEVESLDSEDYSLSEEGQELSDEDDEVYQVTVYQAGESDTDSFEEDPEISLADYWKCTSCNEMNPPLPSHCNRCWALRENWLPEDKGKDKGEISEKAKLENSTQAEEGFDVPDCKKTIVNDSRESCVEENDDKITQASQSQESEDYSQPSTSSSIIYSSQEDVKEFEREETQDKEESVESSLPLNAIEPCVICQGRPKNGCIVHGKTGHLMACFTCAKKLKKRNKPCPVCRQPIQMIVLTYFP
Jurkat NFkB inh: inhibitors of the PMA/ionomycin-induced NF-kB reporter in Jurkat cells. PMA/ionomycin-induced NF-kB luciferase reporter, luminescence. inhibition, % at 4 µM. 330,000 compounds, 0.53% hits; in the data active means inhibition above about 50%
697 NFkB inh: inhibitors of the PMA/ionomycin-induced NF-kB reporter in 697 B cells; 697 B-cell NF-kB luciferase reporter, 16 h; inhibition, % at 4 µM; 330,000 compounds, 0.33% hits; AID 435022; in the data active means inhibition above about 35%
tim10-1 inh: tim10-1 yeast growth inhibition; S. cerevisiae tim10-1 ts strain growth, BacTiter-Glo, 24 h; 330,000 compounds, 2.2% hits; inhibition, % at 20 µM; AID 463190;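 active means inhibition of at least 40%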;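 further: mutant grown at 25 °C; 0% = DMSO wells with yeast and 100% = wells holding no yeast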
UPR XBP1 act: activators of adaptive arm of unfolded protein response (XBP1); CHO-XBP1 luciferase reporter, IRE1-XBP1 UPR activation, luminescence; percent of tunicamycin response, DMSO as zero; activation, % at 20 µM; AID 463104; 330,000 compounds, 0.33% hits;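 active means versus positive control, 20 µM dose yields 30% or more activation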;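 further: 100% = tunicamycin at 10 µg/mL and 0% = DMSO only wells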
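Material: CHO cell line with stable XBP1 luciferase reporter; schedule: 16-18 h cell attachment at 37 °C, then 6 h compound exposure; signal: glow luminescence from Steady-Glo reagent; medium: serum-containing F12 medium, 10% FBS; benchmarks: tunicamycin 10 µg/mL and vehicle-only wells; read-out: percent activation relative to tunicamycin reference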
CHOP UPR activ: activators of apoptotic arm of unfolded protein response (CHOP) | CHO-CHOP luciferase reporter, UPR activation, luminescence; percent of tunicamycin response over DMSO baseline | activation, % at 10 µM | 330,000 compounds, 0.34% hits;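 active means at 10 µM dose, activation of 40% or more, normalized to positive control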;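 further: 100% = tunicamycin at 10 µg/mL and 0% = DMSO alone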
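Material: CHO-CHOP cells, stable luciferase reporter of PERK-eIF2a-CHOP signalling; quantity: 500 reporter cells seeded per well; buffer or medium: F12 medium containing 10% fetal bovine serum; compound: one dose, 10 µM in 0.5% DMSO; incubation: 6 h compound treatment, 37 °C; measured by: Steady-Glo luciferase luminescence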
TIM10 inh: TIM10 yeast growth inhibition | S. cerevisiae TIM10 strain growth, BacTiter-Glo luminescence, 24 h | inhibition, % at 10 µM | 330,000 compounds, 1.4% hits;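 active means inhibition of 40% or more at the single tested concentration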;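 further: wild-type TIM10 isogenic control strain grown at permissive 25 °C; 0% = DMSO yeast wells and 100% = minimal medium wells without yeast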
tim23-1 inh: tim23-1 yeast growth inhibition; S. cerevisiae tim23-1 growth, BacTiter-Glo luminescence, 24 h; inhibition, % at 20 µM; 330,000 compounds, 1.3% hits; AID 463212;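 active means growth inhibition of the mutant yeast at or above 50%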;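 further: temperature-sensitive mutant grown at 25 °C; plate controls were DMSO-treated mutant yeast for no effect and medium wells lacking yeast for full effect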
Starred values were filed as active, the others as inactive.

Preview, 7 compounds:
| nr | SMILES | Mdm2-MdmX inh | Jurkat NFkB inh | 697 NFkB inh | tim10-1 inh | UPR XBP1 act | CHOP UPR activ | TIM10 inh | tim23-1 inh |
| --- | --- | --- | --- | --- | --- | --- | --- | --- | --- |
| 1 | CCC1(c2ccccc2)NC(=O)N(CC(=O)Nc2ccc(OC)nc2)C1=O (centres undefined) | -15 | -6 | -13 | -26 | -1 | 1.1 | 4 | 11 |
| 2 | S=c1[nH]nc(Nc2cccc3ccccc23)s1 | -1 | 6 | -13 | 2 | 2 | -1.6 | 21 | 6 |
| 3 | O=C(COC(=O)CCc1nc2ccccc2c(=O)[nH]1)Nc1ccc2c(c1)OCO2 | -5 | 4 | 13 | -8 | 1 | 0.5 | -7 | 0 |
| 4 | Cc1ccc(S(=O)(=O)NC2CCCCC2)cc1 | 8 | 7 | 21 | 11 | -1 | 1.9 | 3 | 3 |
| 5 | COc1ccc(NC(=S)N2N=CCC2c2ccccc2)cc1 (centres undefined) | -55 | -136 | -117 | 40* | 3 | 0.5 | 5 | 14 |
| 6 | Cc1ccc(N(Cc2ccccc2F)S(C)(=O)=O)cc1C | 11 | 3 | -4 | 18 | -1 | -1.9 | 15 | 16 |
| 7 | CC1CC(=O)Nc2ccccc2N1C(=O)Nc1ccc(F)cc1F (centres undefined) | 15 | 21 | 18 | 2 | -2 | -1.2 | 8 | 0 |

All compounds of this part, from the start:
| nr | SMILES | Mdm2-MdmX inh | Jurkat NFkB inh | 697 NFkB inh | tim10-1 inh | UPR XBP1 act | CHOP UPR activ | TIM10 inh | tim23-1 inh |
| --- | --- | --- | --- | --- | --- | --- | --- | --- | --- |
| 1 | CCC1(c2ccccc2)NC(=O)N(CC(=O)Nc2ccc(OC)nc2)C1=O (centres undefined) | -15 | -6 | -13 | -26 | -1 | 1.1 | 4 | 11 |
| 2 | S=c1[nH]nc(Nc2cccc3ccccc23)s1 | -1 | 6 | -13 | 2 | 2 | -1.6 | 21 | 6 |
| 3 | O=C(COC(=O)CCc1nc2ccccc2c(=O)[nH]1)Nc1ccc2c(c1)OCO2 | -5 | 4 | 13 | -8 | 1 | 0.5 | -7 | 0 |
| 4 | Cc1ccc(S(=O)(=O)NC2CCCCC2)cc1 | 8 | 7 | 21 | 11 | -1 | 1.9 | 3 | 3 |
| 5 | COc1ccc(NC(=S)N2N=CCC2c2ccccc2)cc1 (centres undefined) | -55 | -136 | -117 | 40* | 3 | 0.5 | 5 | 14 |
| 6 | Cc1ccc(N(Cc2ccccc2F)S(C)(=O)=O)cc1C | 11 | 3 | -4 | 18 | -1 | -1.9 | 15 | 16 |
| 7 | CC1CC(=O)Nc2ccccc2N1C(=O)Nc1ccc(F)cc1F (centres undefined) | 15 | 21 | 18 | 2 | -2 | -1.2 | 8 | 0 |
| 8 | CN(c1ccccc1)C(c1ccc(F)cc1)c1nnnn1C1CCCC1 (centres undefined) | -37 | -3 | -3 | 32 | 0 | -0.9 | 45* | 37 |
| 9 | O=C(CCSCCC(=O)N1CCCC1)N1CCCC1 | 17 | -14 | 8 | 10 | 1 | 1.1 | -17 | 4 |
| 10 | O=C(CNc1cc(S(=O)(=O)N2CCOCC2)ccc1NCC1CCCO1)Nc1ccccc1F (centres undefined) | -11 | 9 | -13 | 10 | -2 | -0.1 | 9 | 17 |
| 11 | COC(=O)c1cc2c([nH]c3ccccc32)c(C)n1 | 21 | -4 | 26 | 23 | -2 | 2.0 | -4 | -16 |
| 12 | O=C(COc1ccc2c3c(c(=O)oc2c1)CCC3)NCCCN1CCCC1=O | 22 | 0 | 14 | 9 | -5 | 3.0 | -5 | 4 |
| 13 | COc1ccc(-c2nnn(CCC(=O)O)n2)cc1 | 5 | 3 | 24 | 6 | -1 | 1.6 | 16 | 5 |
| 14 | O=C(/C=C/c1ccccc1)NC(NC(=S)Nc1ccc(Cl)cc1Cl)C(Cl)(Cl)Cl (centres undefined) | 95* | 1 | 9 | 4 | 6 | 31 | -5 | -3 |
| 15 | O=C(CSc1nnnn1-c1ccc(C(=O)O)cc1)NC1CCCCC1 | -13 | 22 | 7 | -12 | 0 | 1.2 | 0 | 7 |
| 16 | COc1ccc(C(C)=O)cc1COC(=O)C1CCN(C(=O)c2ccc(Cl)cc2)CC1 | 5 | 12 | 5 | 18 | -1 | 0.6 | 22 | 22 |
| 17 | CC(C)OCCCN1CN(S(=O)(=O)c2cccs2)c2nc3ccccc3nc21 | -7 | -1 | -9 | 14 | 1 | 1.8 | -17 | 17 |
| 18 | Cc1cccc(C2Nc3ccccc3C(=O)N2c2ccccc2)n1 (centres undefined) | 14 | -6 | 4 | -11 | -3 | 0.0 | -4 | -4 |
| 19 | COc1ccc(C(=O)n2nc(C)cc2C)cc1OC | 5 | -12 | 9 | 11 | 2 | -1.8 | -12 | 1 |
| 20 | CCN=C1S/C(=C\c2cn(CC(=O)NCCOC)c3ccccc23)C(=O)N1CC | 7 | 6 | 16 | 15 | 8 | -3.5 | 5 | 12 |
| 21 | Cc1ccc(NC(=O)c2cc(S(=O)(=O)N3CCCC3)c[nH]2)c(C)c1 | -19 | 4 | -22 | -1 | -4 | 0.1 | 16 | 17 |
| 22 | C=CCN1C(=O)c2ccc(C(=O)N(C)CC(=O)Nc3ccccc3C(F)(F)F)cc2C1=O | 25 | -6 | 13 | -18 | -3 | -1.1 | -13 | -9 |
| 23 | CC1CCc2c(C(=O)NCc3ccco3)csc2C1 (centres undefined) | -19 | -1 | 10 | -5 | 4 | 2.4 | -5 | 18 |
| 24 | Cc1nn(-c2ccccc2)c(N2CCCC2)c1/C=N/NC(=O)c1cc(-c2ccccc2)nc2ccccc12 | 57* | 7 | 1 | 29 | 0 | 3.9 | 11 | 12 |
| 25 | [O-][n+]1cccc2ncc3cscc3c21 | 7 | 4 | 14 | 13 | 1 | -0.1 | 4 | 3 |
| 26 | Cc1ccc(N2C(=O)CSC2c2c(F)cccc2Cl)cc1 (centres undefined) | 23 | -10 | -5 | 30 | 1 | -1.3 | 12 | 6 |
| 27 | CCCN(CCC)c1nc(Cl)nc(NCc2ccco2)n1 | 10 | 0 | -20 | 23 | -2 | 0.1 | 36 | 25 |
| 28 | CC(C)(C)C(=O)N1CCN(c2ccc(NC(=O)c3ccco3)cc2)CC1 | -1 | 15 | 8 | -19 | 1 | 0.3 | -2 | 3 |
| 29 | CCCCNC(=O)Cc1coc2ccc3ccccc3c12 | -32 | 3 | 6 | 30 | -2 | -0.1 | 38 | 45 |
| 30 | Cc1ccc(-n2cc[nH]c2=S)cc1C | 4 | -21 | -12 | 23 | -1 | 2.7 | -12 | 1 |
| 31 | O=C(c1ccccc1Oc1ccc([N+](=O)[O-])cc1)N1CCOCC1 | 31 | -9 | 5 | 4 | 1 | 1.3 | 2 | 4 |
| 32 | COc1ccc(C(=O)Nc2c(N)nc(SCC(=O)N3CCCCCC3)[nH]c2=O)cc1OC | 16 | 2 | 14 | 3 | 0 | -1.7 | 2 | 12 |
| 33 | COc1ccc(NC(=O)CSc2nc3ccncc3[nH]2)c(OC)c1 | 4 | -2 | -21 | 9 | -2 | -2.1 | 9 | 8 |
| 34 | CSc1ccc(/C=C(/NC(=O)c2ccco2)C(=O)N2CCCCCC2)cc1 | 7 | -1 | 16 | 20 | -6 | 1.1 | 14 | 27 |
| 35 | O=C(Nc1ccc2c(c1)OCO2)C1CCCCC1 | 16 | -17 | -6 | 11 | -3 | 2.3 | 4 | 15 |
| 36 | CCn1cc(C(=O)N[C@H](C(=O)NC(C)(C)CO)C(C)C)c(=O)c2cc3c(cc21)OCO3 | 3 | 1 | 19 | -4 | -2 | 0.1 | 15 | 2 |

From no. 34 up to 36, copied from above:
| nr | SMILES | Mdm2-MdmX inh | Jurkat NFkB inh | 697 NFkB inh | tim10-1 inh | UPR XBP1 act | CHOP UPR activ | TIM10 inh | tim23-1 inh |
| --- | --- | --- | --- | --- | --- | --- | --- | --- | --- |
| 34 | CSc1ccc(/C=C(/NC(=O)c2ccco2)C(=O)N2CCCCCC2)cc1 | 7 | -1 | 16 | 20 | -6 | 1.1 | 14 | 27 |
| 35 | O=C(Nc1ccc2c(c1)OCO2)C1CCCCC1 | 16 | -17 | -6 | 11 | -3 | 2.3 | 4 | 15 |
| 36 | CCn1cc(C(=O)N[C@H](C(=O)NC(C)(C)CO)C(C)C)c(=O)c2cc3c(cc21)OCO3 | 3 | 1 | 19 | -4 | -2 | 0.1 | 15 | 2 |

Next entries
| nr | SMILES | Mdm2-MdmX inh | Jurkat NFkB inh | 697 NFkB inh | tim10-1 inh | UPR XBP1 act | CHOP UPR activ | TIM10 inh | tim23-1 inh |
| --- | --- | --- | --- | --- | --- | --- | --- | --- | --- |
| 37 | CCn1c(NC2CCCCC2)nc2ccccc21 | 5 | 6 | 1 | 12 | -1 | -1.9 | 4 | 9 |
| 38 | CCOC(=O)c1cc(CC)sc1/N=C/c1c(O)ccc2ccccc12 | 30 | -1 | -16 | 29 | -4 | 4.0 | 12 | 37 |
| 39 | CCCCSc1nnc2[nH]c(=O)cc(N)n12 | -12 | -2 | -15 | -2 | 1 | 1.4 | 5 | 4 |
| 40 | CC(C)(C)C(=O)Nc1cccc2[nH]ncc12 | 16 | -7 | 6 | 6 | -2 | -0.4 | -1 | 2 |
| 41 | Cc1ccc(NC(=O)CN(C)C(=O)c2ccccc2Cc2ccccc2)cc1 | 6 | 14 | 6 | 16 | -4 | 0.6 | 10 | 12 |
| 42 | O=C(Nc1nc(=O)n(C(=O)c2cccc(C(F)(F)F)c2)s1)c1ccccc1 | -12 | 10 | 16 | -3 | -1 | -0.1 | 13 | 15 |
| 43 | O=C(c1ccc(N2CCCC2)c([N+](=O)[O-])c1)N1CCN(c2ccccn2)CC1 | 24 | 14 | -6 | 1 | -5 | -0.8 | 14 | 19 |
| 44 | CSCCC1NC(=O)N(CC(=O)Nc2ccc3c(c2)OCCO3)C1=O (centres undefined) | -11 | 4 | -4 | 2 | 1 | 0.7 | 3 | 13 |
| 45 | CCOC(=O)c1c(C)nc2cc(C)ccn12 | -5 | -3 | -12 | 6 | 2 | 1.6 | -12 | -20 |
| 46 | C=CCOC(=O)Nc1snnc1C | -8 | -2 | 2 | 6 | -3 | 0.2 | -6 | 1 |
| 47 | CC(=O)c1ccc(OCC(=O)N2CCCC(Nc3ccc(C)c(C)c3)C2)cc1 (centres undefined) | 17 | 10 | -5 | 15 | -1 | -0.2 | 9 | 28 |
| 48 | CC(C)c1ccc(N(CC(=O)Nc2ccc(S(=O)(=O)N3CCOCC3)cc2)S(C)(=O)=O)cc1 | 2 | -10 | -28 | 20 | -1 | 1.5 | 3 | 6 |
